Source: PubChem
MrgX1 agonist: activates human MrgX1 receptor signaling; MrgX1-HEK293 cells, Fluo-4 calcium fluorescence, agonist mode; stronger effect = higher value; B-score at 10 µM; actives 0.44% (n = 310,000); AID 588627;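 active means calcium response B-score plate-corrected fluorescence ratio at least 3 library SD, with starting fluorescence B-score inside 5 SD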
Target sequence (Q96LB2 whole entry, looked up): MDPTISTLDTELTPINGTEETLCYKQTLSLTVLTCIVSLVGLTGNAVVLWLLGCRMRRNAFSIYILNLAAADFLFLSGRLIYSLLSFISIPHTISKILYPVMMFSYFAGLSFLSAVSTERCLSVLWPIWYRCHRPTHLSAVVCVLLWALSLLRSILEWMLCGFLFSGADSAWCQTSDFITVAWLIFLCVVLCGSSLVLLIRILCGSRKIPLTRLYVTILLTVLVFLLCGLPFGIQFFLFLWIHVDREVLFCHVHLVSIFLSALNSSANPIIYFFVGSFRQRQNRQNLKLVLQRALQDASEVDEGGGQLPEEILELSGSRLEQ
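System – MrgX1-expressing HEK293 cells · Incubation – cells plated overnight, dye loaded 0.5 h 37 °C, 0.5 h room temperature · Technique – kinetic Fluo-4 NW fluorescence of intracellular calcium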
MrgX1 PAM: allosterically activates human MrgX1 receptor signaling. B-score at 10 µM. Q96LB2. AID 588675. MrgX1-HEK293, Fluo-4 calcium flux, FDSS; stronger effect = higher value. actives 0.63% (n = 310,000);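 active means plate-corrected calcium response at least 3 library SD above typical, normal starting fluorescence, not activating the receptor alone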;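 further: compound read alongside a low EC10 to EC30 dose of BAM8-22 agonist; peak minus trough fluorescence over baseline measured at the second addition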
MrgX1 antag: antagonists of human MrgX1 receptor; MRGX1-HEK293 calcium flux, Fluo-4, BAM8-22 antagonism; stronger effect = lower value; AID 588676; B-score at 10 µM; actives 1.3% (n = 310,000); Q96LB2;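 active means calcium-response B-score plate-corrected more than 3 library SD below zero, starting fluorescence within 5 deviations, no agonist response on first addition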;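 further: peak minus trough fluorescence over baseline after final BAM8-22 challenge near maximal dose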
TRPC6 inh: mouse TRPC6 channel inhibition. Q61143. HEK293-TRPC6, membrane potential dye, ACh-evoked depolarization; stronger effect = lower value. B-score at 10 µM. actives 1.1% (n = 310,000). AID 2553;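 active means B-score under library mean minus 3 SD, initial fluorescence not abnormally high, positive integrated signal ratio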;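 further: B-score derived from integrated fluorescence ratio over the kinetic read; more negative B-score means stronger inhibition of depolarization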
SKKanGAS inh: blocks kanamycin growth of S. pyogenes SKKanGAS strain; BacTiter-Glo, 6 h; inhibition, % at 7.5 µM; actives 1.3% (n = 300,000); AID 1662;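 active means mean replicate score, as percent of positive control median, at least 50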;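 further: strain carries kanamycin resistance gene driven by streptokinase promoter and grows in 40 µg/ml kanamycin; loss of luminescence reflects streptokinase promoter inhibition or plain growth inhibition; 0% = median of DMSO wells and 100% = positive control at its reference dose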
TRPC4 agonist: opens the mouse TRPC4 cation channel. actives 0.49% (n = 310,000). HEK293 TRPC4beta/mu-opioid, Fluo4 calcium fluorescence; stronger effect = higher value. B-score at 10 µM. AID 2237;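 active means B-score above 5 SD of library B-scores, and initial fluorescence ratio not above library mean plus 5 SD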;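 further: positive B-score marks a calcium rise read as TRPC4 activation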
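Assay system: HEK293 cells stably co-expressing mouse TRPC4beta and mu-opioid receptor / Timing: Fluo4 dye loading 45 min at room temperature, 110 s recording / Signal: Fluo4 calcium-sensitive dye fluorescence, kinetic, 1 Hz baseline / Read-out: integrated baseline-normalised fluorescence ratio, converted to per-well B score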
ANO1 block: inhibitors of mouse TMEM16A calcium-activated chloride channel. HEK293 TMEM16A/YFP iodide influx fluorescence, ionomycin. normalized B-score (activity score, 25-100; higher = stronger inhibition) at 10 µM. AID 588511. Q8BHY3. actives 1.2% (n = 310,000);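 active means ratio plate-corrected score three or more library SD toward inhibition, starting fluorescence score within five deviations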;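 further: score derived from kinetic fluorescence span divided by baseline fluorescence per well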
ANO1 activ: activates or potentiates the mouse TMEM16A chloride channel; Q8BHY3; HEK293 TMEM16A/YFP-H148Q/I152L, iodide quench fluorescence; stronger effect = lower value; AID 623877; B-score at 10 µM; actives 0.3% (n = 340,000);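 active means fluorescence-ratio B-score plate-corrected deviation score at least 3 library SD below zero, with starting fluorescence score within 5 deviations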;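 further: channel opened by trigger with iodide after compound preincubation; score built on the fluorescence ratio of max minus min over baseline; more negative score means more quench and so TMEM16A activation or potentiation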
TRPC4 PAM: allosteric potentiators of mouse TRPC4 channel; Q9QUQ5; HEK293 TRPC4beta/mu-opioid, DAMGO EC20, Fluo-4 Ca2+ flux; stronger effect = higher value; B-score at 10 µM; actives 0.42% (n = 310,000); AID 2227;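 active means B-score of calcium response area above 5 SD of library B-scores, with initial fluorescence ratio within 5 SD of library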;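 further: B-score of integrated fluorescence ratio over time as area under calcium response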
TRPC6 act: activators of mouse TRPC6 channel. Q61143. HEK293-TRPC6 membrane potential dye fluorescence; stronger effect = higher value. B-score at 10 µM. actives 0.13% (n = 310,000). AID 2550;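 active means B-score of the integrated fluorescence ratio above library mean plus 3 SD, and starting fluorescence ratio within library mean plus 5 SD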;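 further: higher score means more depolarization so channel activation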
TRPC4 block: inhibitors of mouse TRPC4 channel; B-score at 10 µM; Q9QUQ5; actives 0.39% (n = 300,000); HEK293 TRPC4beta/mu-opioid, DAMGO-evoked Fluo4 calcium flux; stronger effect = lower value;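 active means B-score over 3 SD under the library average, no early fluorescence shift, positive overall ratio signal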
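material = TRPC4beta/mu-opioid receptor HEK293 cell line | probe or stimulus = sequential submaximal and maximal DAMGO stimulation | compound dosing = one concentration per compound | measured by = Fluo4 Ca2+ flux fluorescence | evaluation = integrated fluorescence ratio relative to baseline, converted to per-well B score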
Numbers without * were called inactive; i = inactive; / = no result given.

Each structure is followed by: TRPC4 PAM, TRPC4 agonist, TRPC6 inh, MrgX1 agonist, MrgX1 antag, MrgX1 PAM, TRPC6 act, ANO1 activ, TRPC4 block, ANO1 block, SKKanGAS inh
Cc1[nH]c2ccccc2c1CCCO
    i, i, i, i, i, i, i, /, i, i, 0
CCc1ccccc1OCCCCCNCCO
    11*, i, i, i, i, i, i, i, i, i, 0
CCOc1ccc(-n2c(C)c(C(C)=O)c3cc(OCC(N)=O)ccc32)cc1
    i, i, i, i, i, i, i, i, i, i, 17
CC1CCC(NC(=O)COc2ccc(C(=O)c3ccccc3)cc2)CC1 (stereo unspecified)
    i, i, i, i, i, i, i, i, i, i, 0
COc1ccccc1C(=O)NCC(=O)N/N=C/c1cc(Br)ccc1OC(=O)/C=C\c1ccco1
    i, i, i, i, i, i, i, i, i, i, 35
CC1=CC(=NOC(=O)c2cccc([N+](=O)[O-])c2)C=C(C)C1=O
    i, i, i, i, i, i, i, i, i, i, 1
CC(=O)NS(=O)(=O)c1ccc2c(c1)Cc1cc(S(=O)(=O)NC(C)=O)ccc1-2
    i, i, i, i, i, i, i, i, i, i, -3
Cc1cc(NC(=O)c2ccco2)ccc1-n1cnnn1
    i, i, i, i, i, i, i, i, i, i, 1
CCOc1cc(Br)cc(C(c2c(C(=O)O)[nH]c3ccccc23)c2c(C(=O)O)[nH]c3ccccc23)c1O
    i, i, i, i, i, i, i, i, i, i, -7
CCOc1ccc(NC(=O)C(=O)N/N=C/c2ccccc2F)cc1
    i, i, i, i, i, i, i, i, i, i, 22
Cc1ccc(C2C(C(=O)c3ccco3)=C(O)C(=O)N2c2nnc(C)s2)cc1 (stereo unspecified)
    i, i, i, i, i, i, i, i, i, i, -4
Cc1ccc2nc(NC(=O)CNS(=O)(=O)c3ccc(Br)s3)sc2c1
    i, i, i, i, i, i, i, i, i, i, 13
S=c1[nH]nc(C23CC4CC(CC(C4)C2)C3)n1Cc1ccco1
    i, i, i, i, i, i, i, i, i, i, 4
COc1ccc(OCCOC(=O)c2cc(S(=O)(=O)N3CCOCC3)c(Cl)cc2Cl)cc1
    i, i, i, i, i, i, i, i, i, i, 11
COCCNC(=O)C(c1ccc(Cl)cc1)N(CCOC)C(=O)CCC(=O)Nc1ccccn1 (stereo unspecified)
    i, i, i, i, i, i, i, i, i, i, -2
COc1cnc(-c2ccccn2)nc1Sc1c(Cl)cccc1Cl
    i, i, i, i, i, i, i, i, i, i, -9
COc1ccc(NC(=O)N2CCCC(CCC(=O)N(C)CCc3ccccn3)C2)cc1 (stereo unspecified)
    i, i, i, i, i, i, i, i, i, i, -4
COc1ccccc1NC(=O)c1[nH]c(C)c(C(C)=O)c1C
    /, /, /, i, i, i, /, i, /, i, 0
CC(SCc1ccccc1)C(=O)NC1CCCC1 (stereo unspecified)
    i, i, i, i, i, i, i, i, i, i, 1
Cc1ccn2cc(CCNC(=O)COc3ccccc3)nc2c1
    i, i, i, i, i, i, i, i, i, i, -8
Cc1ccc(N(CC(=O)Nc2ccc(Br)c(C)c2)S(=O)(=O)c2c(C)[nH]c(=O)[nH]c2=O)cc1
    i, i, i, i, i, 8.3*, i, i, i, i, 32
CC(C)=CCC/C(C)=C/CN(CC(C)O)CC(C)O (stereo unspecified)
    i, i, i, i, i, i, i, i, /, i, -3
Cc1c(CC(=O)NCCC(=O)O)c(=O)oc2cc3oc4c(c3cc12)CCCC4
    i, i, i, i, i, i, i, i, i, i, -2
CC(=O)Nc1ccc(NC(=O)C2CC(=O)Nc3nc4ccccc4n32)cc1 (stereo unspecified)
    i, i, i, i, i, i, i, i, i, i, 8
Cc1cccc2nc(CNC(=O)C3CCC(=O)N(Cc4ccccc4F)C3)cn12 (stereo unspecified)
    i, i, i, i, i, i, i, i, i, i, 1
COc1ccccc1CNC(=O)COC(=O)Cc1ccsc1
    i, i, i, /, /, /, i, i, i, /, -6
COc1cccc(C(=O)Nc2nnc(S(=O)(=O)N(C)Cc3ccc(F)cc3)s2)c1
    i, i, i, i, i, i, i, i, i, i, 25
COc1cccc(CN(C)C(=O)Cc2c[nH]c3ccccc23)c1
    i, i, i, i, i, i, i, i, i, i, 13
O=c1sc2ccccc2c(N2CCOCC2)c1[N+](=O)[O-]
    i, i, i, i, i, i, i, i, i, i, 1
Cc1ccc(NC(=O)c2ccc(Cn3cc([N+](=O)[O-])cn3)cc2)c(C)c1
    i, i, i, i, i, i, i, i, i, i, 3
O=c1c2ccccc2c(-c2ccccc2)nn1-c1ccccc1
    i, i, i, i, i, i, i, i, i, i, 13
COc1ccc(NC(=O)CCN2CCN(C/C=C/c3ccccc3)CC2)cc1
    i, i, i, i, i, i, i, i, i, i, -2
CCn1ccnc1CN(C)Cc1nc(-c2cccc(Cl)c2)no1
    i, i, i, i, i, i, i, i, i, i, -3
S=c1[nH]nc(-c2ccc(Cl)cc2Cl)n1Cc1ccccc1
    i, i, i, i, i, i, i, i, i, i, -3
O=C(CSc1nc2c(cnn2-c2ccc(F)cc2)c(=O)[nH]1)N1CCCCCC1
    i, i, i, i, i, i, i, i, i, i, 9
CCN(CC(=O)NCc1ccc(Cl)cc1)C(=O)CSCC(=O)Nc1ccc(OC)cc1
    i, i, i, i, i, i, i, i, i, i, 19
Cc1cc(OCC(C)C)ccc1/C(O)=C1/C(=O)C(=O)N(Cc2cccnc2)C1c1ccncc1 (stereo unspecified)
    i, i, i, i, i, i, i, i, i, i, -4
N=C1C(=O)OCC1c1ccccc1NC(=O)c1ccc(F)cc1 (stereo unspecified)
    i, i, i, i, i, i, i, i, i, i, -3
COc1cc(C)ccc1OCCCCNCc1ccccc1
    i, i, i, i, i, i, i, i, i, i, 0
Cc1ccc(NC(=S)N(CCN(C)C)Cc2cc3cc(C)cc(C)c3[nH]c2=O)cc1
    i, i, i, i, i, i, i, i, i, i, -6
Cc1nn2c(N3CCN(c4ccccn4)CC3)cc(C(C)C)nc2c1-c1ccccc1
    i, i, i, /, /, /, i, i, i, /, 34
CC1Oc2ccccc2N(CC(=O)c2cccc(Cl)c2)C1=O (stereo unspecified)
    i, i, i, i, i, i, i, i, i, i, 4
O=C(Nc1ccc(F)cc1F)NC1CCN(S(=O)(=O)c2ccc(F)cc2)CC1
    i, i, i, i, i, i, i, i, i, i, -1
CCOc1cccc(C2c3c(oc4ccccc4c3=O)C(=O)N2c2ccccn2)c1 (stereo unspecified)
    i, i, i, i, i, i, i, /, i, i, -1
COc1ccc(CNc2ccccc2)cc1Br
    i, i, i, i, i, 9.4*, i, i, i, i, 1
NC[C@@H]1O[C@H](O[C@H]2[C@@H](O)[C@H](O[C@@H]3[C@@H](O)[C@H](N)C[C@H](N)[C@H]3O[C@H]3O[C@H](CO)[C@@H](O)[C@H](O)[C@H]3N)O[C@@H]2CO)[C@H](N)[C@@H](O)[C@@H]1O
    i, i, i, i, i, i, i, /, i, i, -3
O=C(CCNc1cc(Cl)cc(Cl)c1)c1cccs1
    i, i, i, i, i, i, i, i, i, i, -6
O=C(c1ccccc1F)N(Cc1ccc2c(c1)OCO2)Cc1cc2cc3c(cc2n2nnnc12)OCO3
    i, i, i, i, i, i, i, i, i, i, -3
CN(CC1CCCN(CCc2ccc(F)cc2)C1)C(=O)CCC(N)=O (stereo unspecified)
    i, i, i, i, i, i, i, i, i, i, -16
C#CCOCCOCCOCCNc1nc(N2CCN(C(=O)[C@H]([C@@H](C)CC)n3cc([C@@H](N)CO)nn3)CC2)nc(N2CCN(C(=O)[C@H](Cc3ccc(O)cc3)n3cc([C@@H](N)C(C)CC)nn3)CC2)n1 (stereo partly specified)
    i, i, i, i, i, i, i, i, i, i, 0

Other records follow:
Each structure is followed by: TRPC4 PAM, TRPC4 agonist, TRPC6 inh, MrgX1 agonist, MrgX1 antag, MrgX1 PAM, TRPC6 act, ANO1 activ, TRPC4 block, ANO1 block, SKKanGAS inh
CCN(CC)C(=O)CSc1nnc(-c2ccccc2)n1N
    i, i, i, i, i, i, i, i, i, i, 3
COc1cc(SC)ccc1C(=O)Nc1ccc(Br)cn1
    i, i, i, i, i, i, i, i, i, i, -20
COc1ccc(CN(C)C(=O)COC(=O)c2ccc3c(c2)OCO3)cc1OC
    i, i, i, i, i, i, i, i, i, i, -1
CCN1CCCC1CNC(=O)C1c2ccccc2C(=O)N(CCOC)C1c1ccc(F)cc1 (stereo unspecified)
    i, i, i, i, i, i, i, i, i, i, -2
Cn1c(CC(=O)Nc2ccccc2F)nnc1SCC(=O)N1CCOCC1
    i, i, i, i, i, i, i, i, i, i, -1
CC(NC(=O)c1ccc2c(c1)OCO2)c1ccccc1 (stereo unspecified)
    i, i, i, i, i, i, i, i, i, i, 1
O=C(N/N=C/c1cc(Br)ccc1OC(=O)c1ccc(Br)cc1)c1ccncc1
    i, i, i, i, i, i, i, i, i, i, 42
CCC1CCCCN1CCCNC(=O)Cn1c2ccccc2c2nc(=O)cc(C)n21 (stereo unspecified)
    i, i, i, i, i, i, i, i, i, i, 2
CN(CCC#N)C(=S)Nc1ccc(F)cc1
    i, i, i, i, i, i, i, i, i, i, -2
Cc1ccc(C(=O)CSc2nnc(CNc3ccc(C)cc3C)o2)cc1
    i, i, i, i, i, i, i, i, i, i, -9
Cc1ccc(CNC(=O)C2CCCN2S(=O)(=O)c2ccc(Cl)cc2)cc1 (stereo unspecified)
    i, i, -5.4*, i, i, i, i, i, i, i, 0
COc1ccc(/C=N/n2cncn2)cc1COc1ccc(NC(C)=O)cc1
    i, i, i, i, i, i, i, i, i, i, 2
CCc1nc2ccccc2nc1N1CCN(S(=O)(=O)c2ccc(Cl)cc2)CC1
    i, i, i, i, i, i, i, i, i, i, 8
CCCn1c(-c2cccc(F)c2)nc2c1c(=O)[nH]c(=O)n2Cc1ccccc1
    i, i, i, i, i, i, i, i, i, i, 2
O=C(NC(=S)N(CCc1ccccc1)CCc1ccccc1)c1ccco1
    i, i, i, i, i, i, i, i, i, i, 82*
O=C(Cn1ncc2c(=O)oc3ccccc3c21)N(Cc1ccco1)C1CCCCC1
    i, i, i, i, i, i, i, i, i, i, 1
